# EBNA-1 inhibitor = blocks EBNA-1 binding to DNA; EBNA-1 DNA binding, fluorescence polarization; inhibition, % at 14.8 µM; 300,000 tested, 0.34% active; in the data active means inhibition above about 28%
# PAFAH2 FP inh = inhibitors of human PAFAH2. recombinant PAFAH2, FP-rhodamine activity probe, fluorescence polarization. 340,000 tested, 0.99% active. Q99487. inhibition, % at 3.39 µM;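 active means inhibition above the mean over all tested compounds plus 3 SD, cut at about 30% in these data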;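 further: inhibitors block probe labeling of enzyme so polarization drops; 0% = enzyme with DMSO and 100% = wells lacking PAFAH2 protein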
# LYPLA2 counter = LYPLA2 (human) inhibition in PME1 counter-screen | recombinant LYPLA2, FP-Rh probe fluorescence polarization | O95372 | inhibition, % at 5.9 µM | 320,000 tested, 0.38% active;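 active means inhibition above the screen-wide mean plus 3 SD, limit set per campaign, cut at about 26% in these data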;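 further: 0% = LYPLA2 with DMSO and 100% = wells lacking LYPLA2 enzyme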
# ZTA counter = blocks Epstein-Barr virus ZTA, an EBNA-1 counter-screen | ZTA-DNA binding, fluorescence polarization | inhibition, % at 11 µM | 320,000 tested, 0.15% active; in the data active means inhibition above about 33%
# PAD4 inh = PAD4 (human) enzyme inhibition. recombinant PAD4, RCA probe fluorescence polarization. inhibition, % at 6.36 µM. 330,000 tested, 0.41% active. AID 485272;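 active means percent inhibition above a cutoff equal to the mean of all tested compounds plus 3 SD, cut at about 15% in these data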;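 further: 0% = PAD4 with RCA probe and DMSO and 100% = probe without PAD4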
# PREPL inhibitor = human PREPL enzyme inhibition. recombinant PREPL, fluorescence polarization activity-based probe. inhibition, % at 5.96 µM. Q4J6C6. 320,000 tested, 0.68% active; in the data active means inhibition above about 43%;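 further: 0% = enzyme with DMSO and 100% = wells lacking enzyme; many of its hits are not listed in these tables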
# Target sequence (Q4J6C6 whole entry, looked up): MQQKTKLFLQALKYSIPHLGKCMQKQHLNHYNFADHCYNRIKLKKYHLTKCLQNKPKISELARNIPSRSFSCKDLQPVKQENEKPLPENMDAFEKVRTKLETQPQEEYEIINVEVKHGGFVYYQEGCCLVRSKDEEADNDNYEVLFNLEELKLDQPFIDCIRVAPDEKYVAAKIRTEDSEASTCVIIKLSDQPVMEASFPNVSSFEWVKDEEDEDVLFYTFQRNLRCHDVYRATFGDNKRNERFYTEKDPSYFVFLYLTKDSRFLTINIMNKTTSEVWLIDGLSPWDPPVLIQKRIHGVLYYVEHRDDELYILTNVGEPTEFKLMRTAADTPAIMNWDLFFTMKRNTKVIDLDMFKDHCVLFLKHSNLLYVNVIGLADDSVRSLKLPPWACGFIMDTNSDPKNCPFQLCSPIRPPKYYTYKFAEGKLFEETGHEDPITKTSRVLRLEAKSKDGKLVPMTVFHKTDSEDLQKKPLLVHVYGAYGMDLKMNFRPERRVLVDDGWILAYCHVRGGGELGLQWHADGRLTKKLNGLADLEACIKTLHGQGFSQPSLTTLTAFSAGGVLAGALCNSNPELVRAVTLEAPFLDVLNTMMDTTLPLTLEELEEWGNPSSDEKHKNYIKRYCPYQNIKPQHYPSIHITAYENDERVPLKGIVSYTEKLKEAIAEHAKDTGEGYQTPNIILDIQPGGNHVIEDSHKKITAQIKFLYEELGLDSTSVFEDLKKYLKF
# PAFAH1B3 FP inh = blocks human PAF acetylhydrolase 1B catalytic subunit 3; AID 492972; inhibition, % at 3.39 µM; recombinant PAFAH1B3, FP-rhodamine probe, fluorescence polarization; Q15102; 340,000 tested, 0.28% active;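 active means inhibition above the screen-wide average of all tested compounds plus 3 SD, cut at about 25% in these data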;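 further: 0% = enzyme with DMSO only and 100% = wells lacking PAFAH1B3 protein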
# LYPLA1 counter = LYPLA1 (human) inhibition in PME1 counter-screen. O75608. recombinant LYPLA1, FP-Rh probe fluorescence polarization. inhibition, % at 5.9 µM. 320,000 tested, 0.16% active. AID 2174;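 active means inhibition above the mean of all tested compounds plus 3 SD, set per campaign, cut at about 14% in these data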;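 further: inhibitors block serine hydrolase probe labeling of LYPLA1 so polarization falls; 0% = enzyme with DMSO and 100% = wells lacking LYPLA1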
# GSTO1 inh = blocks human GSTO1 in RBBP9 counter-screen; recombinant GSTO1, activity-based probe fluorescence polarization; inhibition, % at 5.96 µM; 300,000 tested, 1.1% active; AID 1974;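 active means inhibition above the campaign mean inhibition plus 3 SD, cut at about 35% in these data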;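 further: 0% = GSTO1-1 with DMSO and 100% = wells lacking GSTO1-1 enzyme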
# Target sequence (P78417 whole entry, looked up): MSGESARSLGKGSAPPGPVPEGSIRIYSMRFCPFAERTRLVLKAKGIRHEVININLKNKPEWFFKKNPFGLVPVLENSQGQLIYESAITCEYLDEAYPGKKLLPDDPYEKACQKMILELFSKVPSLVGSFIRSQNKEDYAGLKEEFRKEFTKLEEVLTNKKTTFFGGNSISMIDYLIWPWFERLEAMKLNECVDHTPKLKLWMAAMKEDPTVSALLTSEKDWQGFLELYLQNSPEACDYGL
# Starred values were filed as active, the others as inactive; x = not tested or not shown.
canonical_smiles,LYPLA1 counter,PREPL inhibitor,PAD4 inh,PAFAH1B3 FP inh,PAFAH2 FP inh,LYPLA2 counter,GSTO1 inh,EBNA-1 inhibitor,ZTA counter
COc1ccc(CN(Cc2cc3cc(C)ccc3[nH]c2=O)C(=O)N(C)C)cc1,-6,-4,-4,-6,5,-2,0,-5,-21
COc1cc(/C=C/C(=O)OCC(=O)N(C)CC(=O)Nc2ccc(F)cc2)ccc1OC(F)F,-2,3,-5,7,-3,0,x,x,4
CCOC(=O)c1c(C)[nH]c(C)c1C(=O)COC(=O)CCOc1ccccc1OC,0,3,-6,5,1,-1,-1,-3,-6
Cc1ccc(N2C(=O)C3C4C=CC(CC4)C3C2=O)cc1Br (stereo not drawn),-4,5,-3,4,3,-7,-3,-14,-24
Cc1cccc(C)c1Nc1nnc(SCC(=O)c2ccc3c(c2)NC(=O)CO3)s1,-4,6,1,5,2,-8,-3,2,-12
Cc1cc(N/N=C/c2ccccc2)nc(N2CCOCC2)n1,2,10,5,x,x,4,-6,9,1
Cc1cc(Nc2ccccc2O)c2ccccc2n1,-4,4,-3,x,x,-8,6,-8,-1
COCc1cc(N2CCOCC2)nc(-c2ccccc2)n1,-3,-14,-3,5,6,-5,8,8,2
COc1cccc(CN2CCC(C(=O)N3CCN(Cc4ccc5c(c4)OCO5)CC3)CC2)c1,-2,16,-2,1,-1,6,1,10,12
COc1ccccc1N(C1=NCCCS1)S(=O)(=O)c1ccc(C(C)(C)C)cc1,1,18,-1,0,7,7,6,1,-25
CCn1c(/C(C#N)=N/O)nc2ccccc21,-2,-11,0,4,-2,0,3,-1,1
COc1ccc(OC)c(NC(=O)COC(=O)CCS(=O)(=O)c2ccc(Cl)cc2)c1,x,5,1,7,-9,x,x,x,x
Cc1ccccc1CN1CCN(C(C)C(=O)NNC(=O)c2ccc(F)cc2)CC1 (stereo not drawn),-1,5,3,16,2,1,x,x,2
CC(C)(C)CC(=O)Nc1ccc(-c2nnc3n2CCCCC3)cc1,1,-3,-1,3,3,2,-1,-3,-1
Cc1ccc2[nH]c(O)c(N=NC(=O)C3CC3c3ccccc3)c2c1Br (stereo not drawn),4,-7,-2,6,0,0,0,1,-6
COc1ccc(C2=NO[C@@H]3C(=O)N(c4c(C)cccc4C)C(=O)[C@H]23)cc1OC,-1,4,3,7,1,-3,22,-16,0
Cc1c(C(=O)Nc2c(F)cc(F)cc2Br)sc2ncn(CC(=O)N3CCCC3)c(=O)c12,-1,11,-10,-2,-5,3,0,-7,-6
CC(=O)Nc1ccc(NS(=O)(=O)c2ccc(C)cc2)cc1[N+](=O)[O-],-3,8,0,x,x,-5,3,-6,-5
CC(SCC(=O)NC(C)C1CC2CCC1C2)C(=O)O (stereo not drawn),2,-8,-2,5,-13,4,6,-8,-22
Cc1csc(N2CCCC2=O)n1,5,0,-2,5,2,20,-7,2,16
Cc1cc(C)c(C)c(S(=O)(=O)Nc2ccc3cn[nH]c3c2)c1C,-10,-9,1,3,7,-13,x,x,1
O=C(CN(Cc1ccco1)C(=O)CNS(=O)(=O)c1ccc(F)cc1)NCc1ccco1,-3,-3,0,0,13,-2,1,-8,-2
CC1=C([N+](=O)[O-])C(c2ccc3c(c2)OCO3)N(C)C(=O)N1C (stereo not drawn),-6,-1,-2,6,8,-3,3,-7,14
C/C(=N\N=C(/N)SC1CC(=O)N(c2cccc(Cl)c2)C1=O)c1cccs1 (stereo not drawn),-9,-4,-3,1,10,8,-8,1,14
O=C(Nc1ccc(Cl)cc1F)c1cccc2ccccc12,-4,-6,-1,7,3,0,2,-10,-5
FC(F)(F)c1ccccc1Nc1nccs1,0,-10,-3,11,10,5,2,-8,-8
CCCC1/C(=N/O)CC(c2ccccc2)NC1c1ccccc1 (stereo not drawn),0,1,5,2,-1,2,-2,0,-3
Cc1nn(-c2cccc3cccnc23)c(=O)c2ccccc12,0,2,1,5,-2,1,-5,-11,6
CC(C)(C)c1cnnn1-c1cccc([N+](=O)[O-])c1,-4,9,-1,x,x,-10,-1,-10,-1
COc1cc(/C=N/NC(=O)c2cccnc2)ccc1OCC(=O)N1CCOCC1,-1,3,0,-7,-7,3,0,1,1

# Ordered by value in PAFAH2 FP inh (low to high): 6 of the compounds above.
SMILES | PREPL inhibitor | PAD4 inh | PAFAH1B3 FP inh | PAFAH2 FP inh | EBNA-1 inhibitor
COc1ccc(OC)c(NC(=O)COC(=O)CCS(=O)(=O)c2ccc(Cl)cc2)c1 | 5 | 1 | 7 | -9 | x
COc1cc(/C=N/NC(=O)c2cccnc2)ccc1OCC(=O)N1CCOCC1 | 3 | 0 | -7 | -7 | 1
Cc1csc(N2CCCC2=O)n1 | 0 | -2 | 5 | 2 | 2
O=C(Nc1ccc(Cl)cc1F)c1cccc2ccccc12 | -6 | -1 | 7 | 3 | -10
COc1ccccc1N(C1=NCCCS1)S(=O)(=O)c1ccc(C(C)(C)C)cc1 | 18 | -1 | 0 | 7 | 1
CC1=C([N+](=O)[O-])C(c2ccc3c(c2)OCO3)N(C)C(=O)N1C (stereo not drawn) | -1 | -2 | 6 | 8 | -7

# (next part)
canonical_smiles,LYPLA1 counter,PREPL inhibitor,PAD4 inh,PAFAH1B3 FP inh,PAFAH2 FP inh,LYPLA2 counter,GSTO1 inh,EBNA-1 inhibitor,ZTA counter
CCCC1C2CN(C(C)C)CC=C2C(C#N)=C(N)C1(C#N)C#N (stereo not drawn),3,12,25*,-2,-2,8,-3,-9,-1
CC(=O)Nc1cccc(NC(=O)CS(=O)(=O)c2cn(CC(=O)N3CCCC3)c3ccccc23)c1,0,8,1,4,-5,4,-3,4,3
COc1ccc(N(C(=O)c2cccnc2)S(=O)(=O)c2ccc(F)cc2)cc1,5,14,0,3,-3,11,13,-2,-31
COc1ccc(NCC(O)Cn2cnc3c2c(=O)n(C)c(=O)n3C)cc1 (stereo not drawn),-1,0,-2,2,-1,2,0,1,0
Cc1ccc(NC(=O)Cn2cc(C(=O)C3CC3)c3ccccc32)c(C)c1,-6,2,-8,3,-7,-7,-2,-2,11
CCn1c(=S)sc2c(=O)n(CC(=O)Nc3ccccc3OC)c(C)nc21,4,7,-3,2,3,0,-2,-11,-1
COCCNC(=O)C1=NOC(Cn2cc(C#N)c(=O)n(C)c2=O)C1 (stereo not drawn),-5,-6,2,2,-9,6,2,-4,-3
CC(C)CCNC(=O)COc1ccc(C(=O)c2ccccc2)cc1,4,16,-4,16,2,3,14,-1,-7
O=C(Nc1nc2ccccc2s1)c1cc(-c2ccco2)nc2ccccc12,-17,-1,-4,-5,-7,-28,-9,3,-8
Cc1c(O)ccc(C(=O)COc2ccccc2F)c1O,1,24,-2,2,-3,13,0,5,5
Cc1ccc(CS(=O)Cc2ccc(C(=O)N3CCN(c4ccc(F)cc4)CC3)o2)cc1 (stereo not drawn),1,-4,1,9,-1,-2,1,2,-11
N#Cc1cccc(NC(=O)Nc2cccs2)c1,-11,5,-8,8,-15,5,5,-2,-4
COc1ccc(/C=N/NC(=O)c2ccoc2C)cc1O,1,10,-1,8,-11,5,-6,-3,-3
C=CC(C)(C)c1c2occc2c(O)c2ccc(=O)oc12,x,20,-11,-3,1,x,x,x,x
CC(=O)Nc1ccc(S(=O)(=O)N2CCC(=O)Nc3ccccc32)cc1,-4,4,-2,10,-3,5,9,-1,7
O=C(NCCCN1CCOCC1)c1cccc(S(=O)(=O)Nc2ccc(F)cc2)c1,-2,-7,0,-3,3,-7,x,x,-5
C/C(=N\Nc1ccc2nncn2n1)c1ccccn1,-2,-5,0,x,x,-5,3,-1,-13
CCc1cccc(CC)c1NC(=O)C[n+]1cccc(C(N)=O)c1,1,-9,-3,7,-4,-1,-4,2,0
COc1cccc(NC(=O)c2cc3ccccc3o/c2=N\O)c1,-17,18,0,-25,-22,-23,-21,12,11
CCCNc1nc(C)nc2c1cnn2CCc1ccccc1,1,-6,4,1,7,2,1,-10,0
CCCCCc1ccc(C2=NNC(=O)CC2)cc1,-1,-5,-1,10,2,6,-4,6,7
COc1ccc(-c2nnn(CC(=O)N(Cc3ccccc3Cl)C(C(=O)NCC3CCCO3)c3ccco3)n2)cc1 (stereo not drawn),0,-21,-2,-1,-3,4,-7,2,-5
CN(C(=O)Cc1c(C(=O)O)n(C)c2ccccc12)c1ccc(F)cc1,-1,1,-2,0,6,0,-3,-3,1
COc1cccc(CN(C(=O)c2ccco2)C(C(=O)NC2CCCC2)c2cccnc2)c1 (stereo not drawn),2,4,-4,-2,-7,-2,1,-14,6
CC(=O)Nc1ccc(S(=O)(=O)Nc2ccccc2C(=O)N2CCOCC2)cc1,-1,-8,-9,13,-3,-6,0,0,7
O=C(NCc1ccc2c(c1)OCO2)C(=O)NCC1OCCN1S(=O)(=O)c1ccc(F)cc1 (stereo not drawn),-1,4,3,2,5,0,0,6,-4
COc1ccc(C(=O)Nc2ccccc2-c2nnn(CC(=O)NCc3ccco3)n2)cc1,-1,-6,1,0,-1,-5,8,54*,2
COc1ccc(S(=O)(=O)N(C)CC(=O)N2CCN(C)CC2)cc1Cl,-2,2,-1,2,1,7,-2,6,9
COc1ccc(/C=C/C(=O)NCC(=O)N/N=C/c2cc(Br)ccc2OCc2ccccc2)cc1,-2,-10,-3,-2,-11,-3,0,-1,-6
O=C(N/N=C/c1ccc([N+](=O)[O-])o1)C1CCCC1,-4,9,-1,5,2,1,19,-12,-14

# Pulled one by one from the list above (five):
canonical_smiles,LYPLA1 counter,PREPL inhibitor,PAD4 inh,PAFAH1B3 FP inh,PAFAH2 FP inh,LYPLA2 counter,GSTO1 inh,EBNA-1 inhibitor,ZTA counter
COc1ccc(S(=O)(=O)N(C)CC(=O)N2CCN(C)CC2)cc1Cl,-2,2,-1,2,1,7,-2,6,9
CCn1c(=S)sc2c(=O)n(CC(=O)Nc3ccccc3OC)c(C)nc21,4,7,-3,2,3,0,-2,-11,-1
CCCCCc1ccc(C2=NNC(=O)CC2)cc1,-1,-5,-1,10,2,6,-4,6,7
COc1cccc(NC(=O)c2cc3ccccc3o/c2=N\O)c1,-17,18,0,-25,-22,-23,-21,12,11
COc1ccc(NCC(O)Cn2cnc3c2c(=O)n(C)c(=O)n3C)cc1 (stereo not drawn),-1,0,-2,2,-1,2,0,1,0

# Other entries.
canonical_smiles,LYPLA1 counter,PREPL inhibitor,PAD4 inh,PAFAH1B3 FP inh,PAFAH2 FP inh,LYPLA2 counter,GSTO1 inh,EBNA-1 inhibitor,ZTA counter
Cc1cc(C(=O)NCc2ccccc2)no1,2,9,-3,-2,-1,4,2,0,-12
Cc1ccsc1CN1CCN(c2ccccn2)CC1,3,-7,-1,4,1,2,8,-1,18
Cc1nnsc1C(=O)N1CCN(c2ccc(F)cc2)CC1,0,4,-1,0,-2,4,0,4,4
O=C(NC(NCCCN1CCOCC1)(C(F)(F)F)C(F)(F)F)C1CCCCC1,2,3,-4,7,0,10,0,-5,-12

# The list is partial; count on the stated rates, not on these rows.
